# Casp6 inh: blocks human caspase-6 cleavage activity | 350,000 compounds, 0.53% hits | purified caspase-6, Z-VEID-R110 cleavage fluorescence | inhibition, % at 12.5 µM;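 active means mean inhibition across replicates at least about 35%, with every replicate also reaching that limit, limit read from the data; inconclusive means only one of the two criteria met; inactive means neither criterion met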;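 further: 0% = median of neutral control wells and 100% = no fluorescence left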
# Target sequence (P55212 24-179 limits assumed): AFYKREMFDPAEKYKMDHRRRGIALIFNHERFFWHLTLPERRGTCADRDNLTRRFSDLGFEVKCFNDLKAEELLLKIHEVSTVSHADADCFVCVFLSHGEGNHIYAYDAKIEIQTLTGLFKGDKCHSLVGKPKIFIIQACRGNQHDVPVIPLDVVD
# Target sequence (P55212 194-293 limits assumed): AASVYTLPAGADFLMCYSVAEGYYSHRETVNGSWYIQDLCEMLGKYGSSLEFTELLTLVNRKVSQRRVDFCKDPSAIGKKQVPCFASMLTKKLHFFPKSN
# miR122 inh: blocks miR-122 activity in Huh7 sensor cells; Huh7 miR-122 Renilla luciferase sensor, 48 h; neutral wells = 0, positive control = 100; 340,000 compounds, 0.3% hits; activation (reporter increase), % at 12.5 µM;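 active means mean replicate activation score at least 90 and every replicate individually at or above 90; inconclusive means only one of the two criteria met; inactive means neither criterion met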;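 further: higher luciferase means less miR-122 activity so hits act as miR-122 inhibitors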
# ERp5 block: blocks human ERp5 reductase activity on insulin; ERp5 insulin aggregation, absorbance 650 nm, 90 min; Q15084; AID 651711; 350,000 compounds, 0.05% hits; inhibition, % at 9.99 µM;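 active means mean replicate inhibition above about 25%, with every replicate also reaching it, limit read from the data, passing the limit was not always enough; inconclusive means only one of those two criteria met; inactive means neither criterion met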
# Target sequence (Q15084 whole entry, looked up): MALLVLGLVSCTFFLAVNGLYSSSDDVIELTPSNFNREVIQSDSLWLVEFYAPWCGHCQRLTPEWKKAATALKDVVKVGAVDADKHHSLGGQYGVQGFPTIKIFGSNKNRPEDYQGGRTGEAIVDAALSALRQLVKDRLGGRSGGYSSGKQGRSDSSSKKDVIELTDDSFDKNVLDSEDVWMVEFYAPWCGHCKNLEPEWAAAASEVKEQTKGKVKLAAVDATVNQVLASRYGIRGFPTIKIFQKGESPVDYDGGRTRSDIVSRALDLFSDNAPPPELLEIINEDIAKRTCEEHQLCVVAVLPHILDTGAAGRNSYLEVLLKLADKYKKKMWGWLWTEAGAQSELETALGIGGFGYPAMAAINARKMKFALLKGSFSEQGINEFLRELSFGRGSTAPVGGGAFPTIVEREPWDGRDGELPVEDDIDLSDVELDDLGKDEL
# CFTR F508del cor: CFTR F508del correction in bronchial cells; CFBE cells, YFP halide quenching; stimulated with forskolin plus potentiator P3; % fluorescence drop versus neutral controls; activity (quench increase), % at 7.58 µM; 350,000 compounds, 0.36% hits; AID 720511;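 active means mean added fluorescence quench of at least 8% versus neutral control, with both replicates also reaching 8%; inconclusive means only one of the mean or replicate conditions met; inactive means mean below 8% and not both replicates reaching 8%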;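 further: cells transiently co-express mutant CFTR-F508del with the halide-sensitive YFP; corrector assay measuring rescue of mutant channel to the surface after 24 h compound exposure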
# SIRT5 inh: blocks human SIRT5 desuccinylation of peptide; Q9NXA8; 330,000 compounds, 1.1% hits; Purified SirT5, succinyl-peptide AMC, trypsin-coupled fluorescence; AID 652115; inhibition, % at 15 µM; in the data active means inhibition above about 15%; inconclusive means no clear call, values can overlap the other calls
# Target sequence (Q9NXA8 whole entry, looked up): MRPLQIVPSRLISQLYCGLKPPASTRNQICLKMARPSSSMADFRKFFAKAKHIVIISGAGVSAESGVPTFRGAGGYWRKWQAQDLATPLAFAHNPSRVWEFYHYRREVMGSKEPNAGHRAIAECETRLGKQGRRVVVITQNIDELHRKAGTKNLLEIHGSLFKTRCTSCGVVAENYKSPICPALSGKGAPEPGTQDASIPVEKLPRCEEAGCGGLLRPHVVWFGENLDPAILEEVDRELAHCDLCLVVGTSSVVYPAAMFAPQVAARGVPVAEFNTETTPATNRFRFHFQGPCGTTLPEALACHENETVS
# ERAP1 HTS inh: inhibitors of human ERAP1 aminopeptidase | inhibition, % at 10.7 µM | AID 652197 | 340,000 compounds, 0.15% hits | recombinant ERAP1, Leu-AMC fluorescence, 60 min;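 active means mean replicate inhibition of at least 30%, or all replicates individually reaching that 30% level; inactive means mean below 30% and not every replicate reaching it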;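 further: 0% = neutral control wells and 100% = L-leucinethiol positive control wells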
# DENV2 CPE: inhibitors of DENV2 cytopathic effect; CPE inhibition, % at 9.99 µM; 350,000 compounds, 1.7% hits; DENV2-infected cells, cytopathic effect rescue, plate reader; in the data active means CPE inhibition above about 20%, passing the limit was not always enough; inconclusive means no clear call, values can overlap the other calls; tested in BHK-21 cells;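 further: 0% = median of neutral control wells and 100% = median of positive control wells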
# Active calls of the source: *; ? = inconclusive; · = no result given; & = joins results of further samples; [ ] = dose if it differs, or a comment. Not a hit list; about 4% have a hit in one of these screens.
SMILES,Casp6 inh,miR122 inh,ERp5 block,CFTR F508del cor,SIRT5 inh,ERAP1 HTS inh,DENV2 CPE
COCC(=O)N[C@@H]1C=C[C@@H](CC(=O)NCc2ccccc2OC)O[C@@H]1CO,-2.7,·,3.1,-2.7,-0.6,1.9,-2.7
CC1(c2ccccc2)NC(=O)N(CC(=O)Nc2ccc(S(N)(=O)=O)cc2)C1=O (stereo not drawn),2.1,-5.1,2.0,2.4,-2.0,0.4,0.7
CC(=O)Nc1cccc(OC(=O)COc2ccc(Br)cc2)c1,1.2,·,0.2,0.6,-4.1,-3.5,1.8
CCCC#Cc1cnc2c(c1)C(=O)N([C@@H](C)CO)C[C@@H](C)[C@@H](CN(C)C(=O)C1CC1)O2,0.8,1.4[16.7 µM],6.7,0.9,-3.6,-1.5,3.8
Cn1cc(Br)c(C(=O)NNC(=O)c2ccc(Br)cc2)n1,2.3,·,-1.4,·,-1.0,-6.3,0.1
Cc1ccc(-c2nc3ncccc3o2)cc1NC(=O)COc1ccccc1,2.1,1.4,?,1.1,-5.8,-1.1,·
CC(C)(C)C(=O)/C(=C/c1ccncc1)n1cncn1,2.1,·,-2.0,-4.1,0.7,1.7,-3.4
Cc1cc(C)cc(N(C(=O)c2snc(C(N)=O)c2N)C(C(=O)NCC2CCCO2)c2ccc(C)o2)c1 (stereo not drawn),10.5,-6.1,6.5,3.0,-1.2,-4.0,2.4
O=C(COC(=O)c1ccc([N+](=O)[O-])s1)NCCc1ccccc1,99.2*,5.3,-1.3,·,2.0,2.7,·
COc1ccc(NC(=O)N(C)C[C@@H]2Oc3ccc(NC(=O)c4ccncc4)cc3C(=O)N([C@H](C)CO)C[C@@H]2C)cc1,2.8,-6.0[16.7 µM],-4.6,-1.4,0.8,2.7,-7.6
Cc1cc(S(=O)(=O)Nc2ccc3cn[nH]c3c2)c(C)cc1Cl,3.9,143.5*,1.5,-4.9,-0.9,-5.3,-0.1
CN(CC(=O)NNC(=O)c1cccnc1)S(=O)(=O)c1cc(Cl)ccc1Cl,0.7,3.3,-1.8,-1.4,1.6,-0.8,2.5
O=C(CSc1cccc2cccnc12)Nc1ccccc1F,0.3,0.7,5.3,-1.1,-4.5,·,0.3
C=CCN(Cc1nc(-c2cc(OC)ccc2OC)oc1C)C1CCS(=O)(=O)C1 (stereo not drawn),-5.2,-0.4,-6.0,1.4,-3.9,-4.2,-1.0
Cc1ccc(N(C)S(=O)(=O)c2nnc(NC(=O)c3ccco3)s2)cc1,3.6,·,-2.9,1.3,-2.3,1.0,-3.6
CC12CCC(CC1=O)C2(C)C (stereo not drawn),3.5,-10.5,-1.9,0.5,-1.8,-0.1,-1.8
C[C@H]1CN([C@@H](C)CO)C(=O)c2cc(NC(=O)Nc3ccc(C(F)(F)F)cc3)ccc2O[C@@H]1CN(C)Cc1ccc2c(c1)OCO2,-1.0,-5.6[16.7 µM],-1.0,2.3,2.8,-1.2,-0.9
N#C[C@H]1[C@H](c2ccc(C#CCC3CCCC3)cc2)[C@H](CO)N1C(=O)CN1CCOCC1,-1.8,·,-2.6,-1.6,-2.7,-4.3,-9.5
CCC(=O)N1[C@H](CN(C)C(C)=O)[C@H](c2ccc(-c3cccc(F)c3)cc2)[C@@H]1CO,·,0.0[16.7 µM],·,2.3,·,·,-3.2
COc1ccc(C2=Nn3c(nnc3-c3ccccc3OC)SC2)cc1OCC1CC1,-1.4,63.4,-0.3,5.3,·,·,25.1*
COc1ccc(-c2cc3c(=O)n(CC(=O)NCCCN4CCC(N5CCCCC5)CC4)nc(C)n3n2)cc1,-161.5,-5.0,3.9,-0.7,-3.4,-0.7,17.1
CC(=O)N1[C@@H]2c3ccc(C4=CCCCC4)c(=O)n3C[C@H]1[C@H](CO)[C@H]2C(=O)NCc1cc(F)cc(F)c1,-0.8,-1.0[16.7 µM],-1.5,-0.1,-17.1,-0.6,-5.4
CO[C@@H]1CN(C)C(=O)c2cc(NC(=O)C3CCCC3)ccc2OC[C@@H](C)N(CCC(F)(F)F)C[C@H]1C,7.1,-6.2[16.7 µM],-2.1,1.0,4.9,1.8,-0.7
COc1ccc(C2CC(C(F)(F)F)n3nc(C(=O)NCc4cn(C)nc4C)c(Cl)c3N2)cc1 (stereo not drawn),0.2,-7.1,-0.8,-1.6,-3.6,-0.4,5.2
Nc1nc2ccc(Cl)cc2cc1C(=O)NCCc1ccc(O)cc1,3.5,·,-2.9,0.9,-5.0,-8.9,5.7

# The closing 2 compounds of the section before open the next one:
SMILES,Casp6 inh,miR122 inh,ERp5 block,CFTR F508del cor,SIRT5 inh,ERAP1 HTS inh,DENV2 CPE
COc1ccc(C2CC(C(F)(F)F)n3nc(C(=O)NCc4cn(C)nc4C)c(Cl)c3N2)cc1 (stereo not drawn),0.2,-7.1,-0.8,-1.6,-3.6,-0.4,5.2
Nc1nc2ccc(Cl)cc2cc1C(=O)NCCc1ccc(O)cc1,3.5,·,-2.9,0.9,-5.0,-8.9,5.7
Cc1cc(C)c(NC(=O)CN2CCCCCC2)c(C)c1,0.1,-11.9,1.8,1.6,2.6,-0.9,0.1
COc1ccc(/C=C/CN2CCN(Cc3cccc(OC)c3)C(CCO)C2)cc1 (stereo not drawn),-3.5,·,3.6,5.7,1.8,1.0,-0.1
C[C@@H]1CCCCO[C@@H](CN(C)C(=O)Nc2ccccc2)[C@H](C)CN([C@H](C)CO)C(=O)c2cc(NC(=O)Nc3ccc(C(F)(F)F)cc3)ccc2O1,1.4,·,5.5,6.8,1.4,-5.4,-14.0
CC1CC1C(=O)OCC(=O)Nc1cc(S(=O)(=O)N2CCCCC2)ccc1Cl (stereo not drawn),-4.0,0.3,-1.5,-1.9,2.0,0.6,19.8
CC(NC(=O)COc1ccccc1Cl)c1ccccc1 (stereo not drawn),14.0,-3.0,-1.6,0.3,-5.3,2.1,14.3
CCN(CC)CC(C)(C)COC(=O)c1oc2ccccc2c1C,1.6,8.8,-0.6,0.2,-3.8,-0.7,9.4
CCOC(=O)CNC(=O)C1Cc2ccccc2CN1S(=O)(=O)c1cccs1 (stereo not drawn),-2.4,1.1,3.8,-1.0,-6.4,1.8,3.6
COc1cc(Cl)cc(NC(=O)CCN2CCN(C)CC2)c1,-2.4,-11.6,-10.0,·,-1.7,5.7,·
C[C@H]1CN([C@@H](C)CO)C(=O)c2cc(C3=CCCC3)cnc2O[C@@H]1CN(C)C(=O)CN(C)C,-2.6,-1.4[16.7 µM],-3.4,-0.8,0.9,1.2,-10.6
COc1cccc(N2C(=O)CC(NNc3nc4ccccc4s3)C2=O)c1 (stereo not drawn),4.7,-2.4,0.6,-0.2,-0.7,0.4,5.9
CN1C(C(=O)NCc2cccc(Br)c2)CC2Cn3c(nc4cc5ccccc5cc43)C21 (stereo not drawn),1.3,2.7,-2.8,1.3,·,-2.5,·
CCc1ccccc1N1C(=O)CC(Sc2nccc(C)n2)C1=O (stereo not drawn),1.0,-4.4,1.5,-1.9,-1.3,-0.5,0.8
CCO[C@@H]1OC(C(=O)N2CCOCC2)=C[C@H](c2ccc(Br)cc2)[C@H]1CCCO,0.9&-3.1,-3.3,2.7&-3.2,2.1&1.3,0.6&-9.8,-2.1&-0.4,-3.7&6.4
COc1ccc2c(CCNC(=O)/C=C/c3ccc(OC)c(OC)c3)c[nH]c2c1,11.1,-9.1,1.6,-1.0,8.6,0.9,-4.0
CN(C)c1ccc(N2C(=O)CC(Sc3ccccc3C(=O)O)C2=O)cc1 (stereo not drawn),0.5,·,0.1,·,3.8,2.3,-4.0
COc1ccc(S(=O)(=O)N2CCCC2CNC(=O)C(=O)NCc2ccccn2)cc1 (stereo not drawn),-3.0,·,1.9,1.4,1.6,1.5,4.9
Cc1ccc(C(=O)Nc2ccccc2C(=O)O)cc1S(=O)(=O)NC1CCCCC1,5.5,72.0,-1.7,-0.5,-18.1,-6.0,-6.0
C/C=C(\C)C(=O)NCCN1C2=NC[C@H](Cc3ccc(O)cc3)N2C[C@@H]1Cc1ccc(OC)cc1,-8.4,5.3,0.1,-5.5,·,·,77.3*
COc1ccccc1NC(=O)COC(=O)C12CC3CC(CC(Cl)(C3)C1)C2,-1.0,-2.3,-0.6,0.2,5.8,-3.4,11.7
C[C@@H]1CN([C@H](C)CO)C(=O)Cc2cc(NC(=O)CCN3CCOCC3)ccc2O[C@H]1CN(C)C(=O)Nc1ccccc1,-0.9,-4.8[16.7 µM],1.3,-1.6,-3.4,2.4,-12.9
CCOC(=O)[C@]12CCCC=C1N(Cc1cccc3ccccc13)C(=O)[C@H](CC(=O)NCc1cccc(C(F)(F)F)c1)C2,-0.4,·,9.0,11.2*,-10.9,0.6,19.9
COCCNC(=O)C[C@@H]1CC[C@@H]2[C@H](COC[C@H](O)CN2C(=O)c2cc(Cl)cc(Cl)c2)O1,·,-3.7[16.7 µM],·,1.3,·,·,?
Cc1ccccc1OCC(=O)Nc1ccc(Cc2ccncc2)cc1,0.5,1.7,-0.7,-5.3,-0.6,-2.4,3.2
C[C@@H]1CN([C@H](C)CO)C(=O)c2cc(NS(=O)(=O)c3ccc(F)cc3)ccc2O[C@@H](C)CCCCO[C@@H]1CN(C)S(=O)(=O)c1cccs1,-0.6,-11.7[16.7 µM],-4.3,1.2,8.8,0.2,-7.0
O=C1Nc2ccccc2C(=O)N(Cc2ccccc2)C1C(=O)NC1CC1 (stereo not drawn),0.5,·,-6.3,-0.4,2.5,0.8,-9.9

# Going on with the list.
SMILES,Casp6 inh,miR122 inh,ERp5 block,CFTR F508del cor,SIRT5 inh,ERAP1 HTS inh,DENV2 CPE
CN1CCN(S(=O)(=O)c2cccc(C(=O)Oc3cccc(C#N)c3)c2)CC1,6.6,-3.6,-0.1,2.1,0.0,0.5,-5.1
S=C1NCN(Cc2ccccc2)CN1C1CCCCC1,0.8,·,-1.5,-1.4,-2.3,1.9,11.3
CCN1CCC(CNCc2cn(-c3ccc(OC)cc3)nc2-c2ccccc2Cl)C1 (stereo not drawn),-77.8,·,0.9,2.8,-4.9,-1.0,-10.2
CCC1Oc2ccc(C)cc2N(CC(=O)NCC2CCCO2)C1=O (stereo not drawn),1.6,-9.0,0.9,-0.8,·,-1.9,-1.4
O=C(O)[C@@H]1[C@@H](CO)[C@@H]2Cn3c(ccc(C4=CCCCC4)c3=O)[C@@H]2N1C(=O)Cc1cccnc1,-1.0,·,-2.5,-1.8,-19.1,-1.9,?
Cc1cc(-c2nnc(SCC(=O)Nc3nc(-c4ccccc4)cs3)o2)no1,2.8,-11.4,-2.1,-1.9,4.7,-3.3,-5.1
CCOC(=O)C1=CCN(S(=O)(=O)c2ccc(Cl)cc2)C1c1cccc(Br)c1 (stereo not drawn),0.5,·,3.6,1.4,-1.3,-0.4,7.6
COC(=O)C[C@H]1CC[C@H]2[C@H](COc3ccc(NS(=O)(=O)c4cccc(F)c4)cc3C(=O)N2C)O1,-0.7,-2.6[16.7 µM],-4.3,2.0,-6.4,0.0,-12.6
Cc1cc(C(=O)Cn2nc(C(=O)O)c3ccccc3c2=O)c(C)n1CCc1ccc(F)cc1,-0.5,11.2,9.7,-1.8,-1.5,1.6,4.8
C=CCN(C(=O)c1csnn1)C(C(=O)NC(C)(C)C)c1ccncc1 (stereo not drawn),-4.4,-2.7,7.4,-2.3,-6.7,-0.2,5.8
COc1cc2c(cc1OC)CN(Cc1ccc(F)cc1)CC2,-2.1,-4.1,-1.1,4.7,-19.1,10.2,-2.2
Cc1cccc(NC(=O)CSc2nc3c([nH]c4ccccc43)c(=O)n2C)c1,-0.2,9.0,4.0,-1.4,-2.9,-3.9,17.8
Cc1noc(C)c1NC(=O)Nc1ccc2c(c1)C(=O)N([C@H](C)CO)C[C@H](C)[C@@H](CN(C)Cc1ccc(C(=O)Nc3ccccc3N)cc1)O2,-0.6,·,0.6,-1.2,-0.6,0.7,3.3

# From PubChem BioAssay
